Source: PubChem BioAssay (Broad Institute)
Tcruzi prolif: blocks T. cruzi growth in NIH3T3 culture | T. cruzi beta-gal in NIH3T3, GalScreen luminescence, 90 h | inhibition, % at 8.34 µM | 77,000 tested, 5.9% active;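 active = mean inhibition above about 93%, with at least 55% of replicates each passing it, limit read from the data, passing the limit was not always enough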
KDM4C inh: inhibitors of human demethylase GASC-1 KDM4C | Q9H3R0 | GST-KDM4C 2-372, H3K9me3 peptide, LANCE TR-FRET | inhibition, % at 12.5 µM | 96,000 tested, 0.15% active | AID 720574;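 active = mean replicate inhibition above about 25%, with at least 55% of replicates also reaching it, limit read from the data, passing the limit was not always enough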
Target sequence (Q9H3R0 2-372 limits assumed): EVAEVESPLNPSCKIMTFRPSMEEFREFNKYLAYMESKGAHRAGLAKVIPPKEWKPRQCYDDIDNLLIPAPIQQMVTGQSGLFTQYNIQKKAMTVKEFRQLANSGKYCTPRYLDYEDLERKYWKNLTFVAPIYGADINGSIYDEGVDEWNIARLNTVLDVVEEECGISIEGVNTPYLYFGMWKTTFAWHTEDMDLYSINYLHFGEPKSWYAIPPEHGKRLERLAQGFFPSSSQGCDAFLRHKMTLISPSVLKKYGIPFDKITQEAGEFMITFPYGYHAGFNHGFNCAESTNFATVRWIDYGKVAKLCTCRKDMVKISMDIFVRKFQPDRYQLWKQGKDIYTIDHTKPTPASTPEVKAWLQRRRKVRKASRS
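Material: N-terminal GST-fused human GASC-1 (KDM4C) fragment, residues 2-372. Input: 10 nM enzyme. Incubation: enzyme reaction 30 min, then detection 60 min, both room temperature. Doses: one test concentration per compound. Read-out basis: inhibition from TR-FRET ratio decrease. Detection: LANCE TR-FRET, excitation 340 nm, emissions 618 and 671 nm.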
Pf Dd2 growth: blocks growth of Plasmodium falciparum Dd2 parasites; AID 1159554; P. falciparum Dd2 growth, SYBR Green, 72 h; stronger effect = lower value; activity change, % at 10 µM; 94,000 tested, 2.3% active; in the data active = activity change below about -80%
C diff growth: C. difficile growth inhibition. Clostridium difficile clinical isolate growth, OD600, 24 h; stronger effect = lower value. growth activity, negative = inhibition, % at 16 µg/mL (by protocol). 86,000 tested, 0.25% active. AID 1259249;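 active = mean growth activity at or below -80% and every replicate also at or below -80%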;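 note: 0% = DMSO wells and -100% = levofloxacin 16 µg/mL wells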
* marks the source's active call; other numbers are inactive results; . = not tested or not shown; & = joins results of further samples.

smiles	Tcruzi prolif	KDM4C inh	Pf Dd2 growth	C diff growth
Cc1ccc(S(=O)(=O)N(C)C[C@H]2Oc3ccc(NC(=O)Nc4ccc(F)cc4)cc3CC(=O)N([C@@H](C)CO)C[C@H]2C)cc1	-28	0.2	-56	32
C[C@@H]1CN([C@H](C)CO)C(=O)CCCn2nncc2CO[C@H]1CN(C)CC1CCCCC1	12	1.1	-6	.
CN(C)C(=O)C[C@H]1CC[C@H]2[C@@H](COC[C@H](O)CN2C(=O)C2CCCC2)O1	-16	-3.9	43	21&6
Cc1ccc(S(=O)(=O)Nc2ccc3c(c2)CC(=O)N([C@@H](C)CO)C[C@H](C)[C@@H](CN(C)Cc2ccc(Cl)c(Cl)c2)O3)cc1	23	-1.3	-24	44
C[C@@H]1CN([C@@H](C)CO)C(=O)CCCn2nncc2CO[C@@H]1CN(C)C(=O)OCc1ccccc1	-67&-12	0.7	10&-7	1
C[C@@H]1CN([C@H](C)CO)C(=O)c2cc(NC(=O)Nc3ccc(F)cc3)ccc2O[C@@H](C)CCCCO[C@H]1CN(C)Cc1ccccc1	83	-2.8	-76	12
COc1ccc2c3c(n(C)c2c1)[C@@H](CO)N(C(=O)NC(C)C)CC31CCN(C(=O)NC(C)C)CC1	.	0.3	-36	-5
CN1C(=O)c2cc(NS(=O)(=O)c3cccc(F)c3)ccc2OC[C@@H]2O[C@H](CC(=O)N3CCc4ccccc4C3)CC[C@H]21	74	-0.1	-11	-5
N#C[C@@H]1[C@@H](c2ccccc2-c2cccc(F)c2)[C@@H](CO)N1C(=O)NC1CCCCC1	.	1.5	0	1
C[C@@H]1CN([C@H](C)CO)C(=O)Cc2cc(NS(=O)(=O)c3ccc(Cl)cc3)ccc2O[C@@H]1CN(C)S(C)(=O)=O	28	-0.4	19	-6
CC(C)NC(=O)N1C[C@@H]2[C@H](c3ccccc31)[C@H](CO)N2C(=O)Nc1ccccc1	24	-2.5	-1	-3
C[C@H]1CN([C@@H](C)CO)C(=O)c2cccc(NC(=O)c3cnccn3)c2O[C@H]1CN(C)Cc1ccc(C(=O)Nc2ccccc2N)cc1	.	-2.1	-30	10
CCCC(=O)Nc1ccc2c(c1)OC[C@@H](C)N(Cc1ccccn1)C[C@@H](C)[C@H](OC)CN(C)C2=O	15	1.2	-16	6
C[C@H]1CN([C@@H](C)CO)C(=O)c2cc(NC(=O)CCC(F)(F)F)ccc2O[C@H]1CN(C)S(=O)(=O)c1ccc(F)cc1	-2	-0.5	-1	-15
COc1ccccc1CNC(=O)C[C@H]1C[C@@H]2c3cc(NC(=O)CN(C)C)ccc3O[C@@H]2[C@@H](CO)O1	-34	-2.3	3	.
CCCC#Cc1ccc([C@@H]2[C@H](CO)N3CCCCN(S(=O)(=O)CC)C[C@@H]23)cc1	75	-1.3	-61	1
C[C@@H]1CN([C@H](C)CO)C(=O)c2cc(NS(=O)(=O)c3ccccc3)ccc2O[C@H]1CN(C)CC1CC1	16	0.2	-4	-2
COc1ccc(C#Cc2ccc([C@H]3[C@@H](CO)N4C(=O)CN(C(=O)NC(C)C)C[C@H]34)cc2)cc1	.	-3.4	-13	-7
COCC#Cc1ccc([C@H]2[C@@H](CO)N3CCCCN(C(=O)Nc4cc(F)ccc4F)C[C@@H]23)cc1	92	-1.8	-13	3
COCC#Cc1ccc2c(c1)O[C@H](CN(C)CC1CC1)[C@H](C)CN([C@H](C)CO)S2(=O)=O	.	0.5	-27	-2
CCCC#Cc1ccc2c(c1)O[C@H](CN(C)C(=O)CC1CC1)[C@@H](C)CN([C@@H](C)CO)S2(=O)=O	111*	-1.1	-46	-3
CCCC#Cc1cnc2c(c1)C(=O)N([C@H](C)CO)C[C@@H](C)[C@H](CN(C)C(=O)NCCC)O2	-11	-2.3	-14	-1
C[C@@H]1CN([C@H](C)CO)C(=O)c2cc(/C=C/c3ccccc3)cnc2O[C@@H]1CN(C)S(=O)(=O)c1ccccc1F	84	-3.7	-41	0
COc1cccc(NC(=O)N(C)C[C@@H]2Oc3ncc(C4=CCCCC4)cc3C(=O)N([C@H](C)CO)C[C@@H]2C)c1	38	1.0	-2	6
C[C@H](CO)N1C[C@H](C)[C@H](CN(C)Cc2cncnc2)Oc2ncc(C#CC3(O)CCCC3)cc2C1=O	14&2	17	16&30	1&0
Cc1ccc(S(=O)(=O)N(C)C[C@@H]2OCCCC[C@H](C)Oc3ccc(NS(=O)(=O)c4c(C)noc4C)cc3C(=O)N([C@H](C)CO)C[C@@H]2C)cc1	45	-0.3	-54	-10
C[C@@H]1CN([C@H](C)CO)C(=O)c2cc(C3=CCCC3)cnc2O[C@@H]1CN(C)C(=O)C1CCC1	-4	2.5	-14	5
O=C(Nc1ccccc1)N[C@H]1CC[C@@H](CCNS(=O)(=O)c2cccc(F)c2)O[C@@H]1CO	14	2.0	13	-9
C[C@@H]1CN([C@@H](C)CO)C(=O)c2cc(NC(=O)Nc3ccc(F)cc3)ccc2O[C@H]1CN(C)C(=O)NC1CCCCC1	11	0.0	-1	11
COc1cccc(S(=O)(=O)N[C@H]2CC[C@H](CCN)O[C@H]2CO)c1	-32	-0.8	2	.
O=C(Nc1ccc2c(c1)[C@H]1C[C@@H](CC(=O)N3CCCCC3)O[C@H](CO)[C@H]1O2)NC1CCCC1	66	4.8	-13	-4
COc1ccccc1-c1ccc([C@@H]2[C@@H](C#N)N(C(=O)NC(C)C)[C@@H]2CO)cc1	99*	-0.9	-9	-2
C[C@H]1CN([C@@H](C)CO)C(=O)c2c(c3ccccc3n2C)-c2ccccc2CO[C@@H]1CN(C)C(=O)Nc1ccc(-c2ccccc2)cc1	.	-4.2	-89*	1
Cc1ccc(S(=O)(=O)Nc2cccc3c2O[C@@H](CN(C)S(=O)(=O)c2ccccc2)[C@H](C)CN([C@@H](C)CO)C3=O)cc1	2	0.2	27	1
O=C(Nc1ccccc1)[C@H]1[C@H](CO)[C@H]2Cn3c(cccc3=O)[C@H]2N1CC1CC1	61	2.2	6	-2
CO[C@@H]1CN(C)C(=O)c2ccc(NC(=O)c3ccccc3)cc2OC[C@H](C)N(C(C)=O)C[C@H]1C	12	-0.6	-5	-8
CCCNC(=O)N1[C@H](C#N)[C@@H](c2ccc(-c3cccnc3)cc2)[C@@H]1CO	56	-1.3	-5	1
COc1ccc2c3c([nH]c2c1)[C@H](CO)N(C(=O)Nc1ccc(F)cc1)CC31CCN(S(=O)(=O)c2ccccc2)CC1	.	-0.2	-88*	9
COc1ccc(NC(=O)N(C)C[C@H]2Oc3ccc(N(C)C)cc3CC(=O)N([C@@H](C)CO)C[C@H]2C)cc1	9	7.2	0	-1
C[C@@H]1CCCCO[C@@H](CN(C)CC2CC2)[C@H](C)CN([C@H](C)CO)C(=O)c2cc(NC(=O)Nc3cccc4ccccc34)ccc2O1	67	-0.4	-77	2
CN(C)C(=O)c1ccc(-c2ccc([C@@H]3[C@H]4CN(C(=O)C5CCC5)CCCCN4[C@H]3CO)cc2)cc1	101*	.	-9	-10
CCNC(=O)C[C@@H]1CC[C@@H](NC(=O)NC2CCCCC2)[C@@H](CO)O1	11	-1.8	-4	3
O=C(Nc1ccc(C(F)(F)F)cc1)N1C[C@@H]2N[C@H](C1)C2c1ccc(-c2ccccc2)cc1 (some centres not stated)	.	-5.3&-20	3&0	-98*
CCCc1cn(CC[C@H]2CC[C@@H](NC(=O)C3CCCC3)[C@@H](CO)O2)nn1	.	1.6	-21	-1
O=C(Nc1cc(F)ccc1F)N1CC(=O)N2[C@H](C1)[C@@H](c1ccc(C#CC3CCCC3)cc1)[C@@H]2CO	.	-0.7	-52	-9
CO[C@@H]1CN(C)C(=O)c2ccc(NC(=O)C3CC3)cc2OC[C@H](C)N(CCc2ccccc2)C[C@H]1C	.	-1.1	-31	-2
C[C@H](CO)N1C[C@H](C)[C@H](CN(C)CC2CCOCC2)Oc2ncc(C#Cc3ccncc3)cc2C1=O	-20	.	9	8
COc1cccc(-c2cn(CC[C@@H]3CC[C@@H](NC(=O)CN(C)C)[C@@H](CO)O3)nn2)c1	-80	0.0	-5	.
C[C@@H]1CCCCO[C@H](CN(C)Cc2ccc(C(=O)O)cc2)[C@H](C)CN([C@@H](C)CO)C(=O)c2cc(NS(=O)(=O)c3ccc(Cl)cc3)ccc2O1	10	-0.3	-29	1
C[C@@H]1CN([C@@H](C)CO)C(=O)c2cccc(NC(=O)Nc3ccc4c(c3)OCO4)c2O[C@H]1CN(C)C(=O)Nc1ccc2c(c1)OCO2	-5	5.0	7	4

Another view of 3 compounds above:
Cc1ccc(S(=O)(=O)N(C)C[C@@H]2OCCCC[C@H](C)Oc3ccc(NS(=O)(=O)c4c(C)noc4C)cc3C(=O)N([C@H](C)CO)C[C@@H]2C)cc1
- Tcruzi prolif: 45
- KDM4C inh: -0.3
- Pf Dd2 growth: -54
- C diff growth: -10
CCNC(=O)C[C@@H]1CC[C@@H](NC(=O)NC2CCCCC2)[C@@H](CO)O1
- Tcruzi prolif: 11
- KDM4C inh: -1.8
- Pf Dd2 growth: -4
- C diff growth: 3
C[C@@H]1CN([C@@H](C)CO)C(=O)c2cc(NC(=O)Nc3ccc(F)cc3)ccc2O[C@H]1CN(C)C(=O)NC1CCCCC1
- Tcruzi prolif: 11
- KDM4C inh: 0.0
- Pf Dd2 growth: -1
- C diff growth: 11

(list continues)
Order of results: Tcruzi prolif, KDM4C inh, Pf Dd2 growth, C diff growth
C[C@@H]1CN([C@@H](C)CO)C(=O)c2cc(NC(=O)Cc3ccccc3)ccc2O[C@H]1CN(C)C
→ 39, 1.1, 8, -2
C[C@H]1CN([C@@H](C)CO)C(=O)c2cc(NS(=O)(=O)c3cn(C)cn3)ccc2O[C@@H]1CN(C)S(=O)(=O)c1ccc(Cl)cc1
→ 8, 2.7, 12, -2
C[C@@H]1CCCCO[C@@H](CN(C)C(=O)C2CCCCC2)[C@@H](C)CN([C@@H](C)CO)C(=O)c2cc(NC(=O)CCC(F)(F)F)ccc2O1
→ 13, 0.9, -54, 1
C[C@@H]1CCCCO[C@H](CN(C)S(=O)(=O)c2cn(C)cn2)[C@H](C)CN([C@@H](C)CO)C(=O)c2cc(NC(=O)Nc3ccc4c(c3)OCO4)ccc2O1
→ 15, 1.6, -7, 2
C[C@H](CO)N1C[C@H](C)[C@H](CN(C)Cc2cccc(C(F)(F)F)c2)OCc2ccccc2-c2ccccc2C1=O
→ ., -1.8, -75, 9
CN(C)c1ccc2c(c1)[C@@H]1C[C@@H](CC(=O)NC3CCCC3)O[C@H](CO)[C@@H]1O2
→ 4, 22, 4, .
O=C(NCC[C@H]1CC[C@H](NS(=O)(=O)c2cccc(F)c2)[C@H](CO)O1)C1CCOCC1
→ ., -1.2, ., 2
Cc1noc(C)c1NC(=O)N(C)C[C@@H]1Oc2cc(C#CCN(C)C)ccc2S(=O)(=O)N([C@@H](C)CO)C[C@@H]1C
→ 1, 3.4, -10, -3
C[C@H](CO)N1C[C@H](C)[C@@H](CN(C)C(=O)C2CCCCC2)OCCCC[C@H](C)Oc2ccc(NC(=O)c3ccccc3)cc2C1=O
→ 51, -0.8, 44, -5
CC(C)(C)[S@@](=O)N1Cc2cc(C(=O)NCCc3ccncc3)nc(-c3cccc(-c4ccncc4)c3)c2[C@H]1CCO
→ 30, 2.4, -19, .
O=C(CN1CCOCC1)NCC[C@H]1CC[C@@H](NC(=O)Nc2ccc(F)cc2)[C@@H](CO)O1
→ -1, -0.1, -24, 1
C[C@@H]1CCCCO[C@@H](CN(C)S(=O)(=O)c2ccccc2)[C@@H](C)CN([C@H](C)CO)C(=O)c2cc(NC(=O)Nc3cccc4ccccc34)ccc2O1
→ 26, -0.9, 1, 2
C[C@H](O)C#Cc1ccc2c(c1)O[C@H](CN(C)C(=O)Cc1ccccn1)[C@@H](C)CN([C@H](C)CO)S2(=O)=O
→ ., 0.1, 10, -3
CO[C@H]1CN(C)C(=O)c2cc(NS(C)(=O)=O)ccc2OC[C@H](C)N(CC2CCCCC2)C[C@H]1C
→ -1, -0.7, -19, .
